PAX8 reporter – inhibitors of PAX8-driven TPO luciferase reporter, primary screen, RMG-I cells, single concentration; SteadyGlo, 24 h; inhibition, % at 12.6 µM; 360,000 compounds, 1.2% hits;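 active means mean replicate inhibition at least 60% with every replicate also reaching 60%; inconclusive means only one of the two criteria is met; inactive means mean below 60% and not all replicates reaching 60%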;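 further: luciferase light reporting Pax8 driven TPO promoter activity; plate controls were median of neutral control wells for no effect and mitoxantrone controls for full effect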
GSIS activator – GLuc luminescence reporter in INS-1E cells, primary screen for activators of glucose-dependent secretion of insulin; 370,000 compounds, 0.61% hits; activation, % at 16.6 µM; INS-1E GLuc reporter insulin secretion, 2-3 h;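 active means lowest replicate activation of at least 40%, so every replicate reaches that level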;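 further: 0% = median of neutral control wells and 100% = median of IBMX positive control wells; some compounds called inactive have numbers as strong as hits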
C2C12 statin – suppressors of statin myotoxicity in C2C12 myotubes, primary screen, cell-based, single point, plate reader. C2C12 myotubes + simvastatin, ATP luminescence, 48 h; scaled: DMSO 0, geranylgeraniol control 100. AID 602340, 2012. 330,000 compounds, 0.78% hits. rescue of ATP level, % at 7.49 µM;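 active means mean ATP rescue above about 67%, or every replicate alone reaching that limit, limit read from the data, passing the limit was not always enough; inconclusive means no clear call, values can overlap the other calls; inactive means mean under the limit and some replicate under it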;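 further: myotubes were challenged with 10 µM simvastatin during compound exposure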
PGC1a acetyl inh – inhibitors of PGC1a acetylation signal, primary screen, cell-based, U2OS, AlphaScreen, inhibitor mode | AlphaScreen anti-acetyl-lysine; with virally co-expressed GCN5 acetyltransferase | 350,000 compounds, 0.17% hits | inhibition, % at 15.6 µM;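 active means every replicate shows inhibition of at least 40%; inconclusive means mean inhibition at least 40% but some replicate below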;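 further: 0% = neutral control wells and 100% = positive control wells; some results beyond the cut were filed as inactive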
LGR2 inh – inhibitors of bursicon-induced LGR2 CRE-luciferase signal, primary screen, cell-based, HEK293, CRE-luciferase reporter, bursicon stimulation; inhibition, % at 9.99 µM; AID 720647, 2013; bursicon-stimulated, 4 h; 380,000 compounds, 0.35% hits;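 active means drop in luminescence signal, shown as inhibition above about 50% in the replicate tests, limit read from the data, passing the limit was not always enough; inconclusive means probably only some replicates passing the limit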;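 further: agonist challenge used bursicon conditioned medium at about half maximal strength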
ARNT-TACC3 inh – disruptors of ARNT/TACC3 protein interaction, primary screen, biochemical, AlphaScreen, single concentration; 390,000 compounds, 0.66% hits; AID 623870, 2012; inhibition, % at 9.99 µM; Transforming acidic coiled-coil-containing protein 3 (Homo sapiens), Q9Y6A5; AlphaScreen His-ARNT PAS-B/GST-TACC3 binding, luminescence; TACC3 fragment carries E629A point mutation;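 active means mean inhibition of replicates at least 50% and at least half of replicates each reaching 50%; inconclusive means half or more replicates reach 50% but mean below 50%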;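 further: 0% = complete ARNT plus TACC3 wells and 100% = ARNT alone without TACC3; many hits fall short of the cut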
Cneo AK release – Cryptococcus neoformans cell lysis inducers, primary screen, AK release luminescence, single concentration. C. neoformans lysis, adenylate kinase release luminescence, 4 h; normalised: neutral wells 0, clomiphene wells 100. AID 651654, 2012. 360,000 compounds, 0.2% hits. lysis activity, % at 15 µM;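 active means mean lysis activity across replicates of at least 80%, whatever share of replicates individually reach that level; inactive means mean lysis activity below 80%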
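Assay system: log-phase C. neoformans yeast / Quantity: yeast cell density of 5 × 10^6 cells/mL / Medium: fresh YPD growth medium / Compound: single dose / Timing: static 4 h at 37 °C with compound, 1 h detection / Measured by: adenylate kinase release luminescence / Read-out: lysis from increased AK signal / Benchmarks: Clomiphene as positive lysis control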
PglD inh – C. jejuni PglD acetyltransferase inhibitors, primary screen, biochemical, DTNB colorimetric, single point | purified PglD enzyme, DTNB colorimetric CoA detection | inhibition, % at 12.5 µM | 360,000 compounds, 0.098% hits; in the data active means inhibition above about 16%, passing the limit was not always enough; inconclusive means no clear call, values can overlap the other calls; further: strong numbers were not always called active
Starred values were filed as active, the others as inactive; ? = inconclusive; nt = not tested or not shown.

structure	PAX8 reporter	GSIS activator	C2C12 statin	PGC1a acetyl inh	LGR2 inh	ARNT-TACC3 inh	Cneo AK release	PglD inh
COc1ccc(S(=O)(=O)Nc2ccc3c(c2)C(=O)N([C@@H](C)CO)C[C@@H](C)[C@H](CN(C)C(=O)C2CCCCC2)OCCCC[C@H](C)O3)cc1	-14	-14	nt	-7	-16	-9	1	5
C=CCC(Nc1ccco1)c1ccccc1 (stereo not drawn)	nt	3	1	-4	-6	nt	-2	7
O=C(c1cccs1)N1CCN(c2ccccc2)CC1	1	5	6	-2	-17	-7	7	-5
Cc1ccc(C(=O)NNC(=O)c2csc(N3CCOCC3)n2)s1	7	11	-9	0	-10	-3	-1	4
Nc1cc(=O)[nH]c(SCC(=O)Nc2ccc(N3CCCCC3)cc2)n1	-8	-22	10	-6	-20	-4	1	0
CC(=O)C1CCCN(C(=O)c2ccc3oc(CCc4ccccc4)nc3c2)C1 (stereo not drawn)	-135	-24	10	16	-45	-1	-13	-6
CC1(Cc2ccccc2OC(F)(F)F)C(=O)Nc2ccc(OC(F)(F)F)cc21 (stereo not drawn)	14	-48	-2	nt	24	nt	5	4
COc1ccc(NC(=O)CN(C)C(=O)c2cn(-c3ccccc3)nc2-c2ccc(F)cc2)cc1	17	-43	12	-1	-3	3	-1	-4
CN(Cc1ccc(Cl)s1)C(=O)CN1C(=O)N(C)C2(CCCCC2)C1=O	-70	15	8	3	-18	-15	1	1
O=C(O)CC1(CC(=O)NCc2ccc(F)cc2)CCCCC1	10	-4	-5	4	-15	-1	-1	7
COc1ccc(-c2ccnc3c(C#N)cnn23)cc1	-21	6	0	4	nt	-8	-1	5
C[C@H]1CN([C@@H](C)CO)C(=O)Cc2cc(NC(=O)C3CCCCC3)ccc2O[C@H]1CN(C)Cc1ccccc1	-1	-14	6	-2	2	-3	-3	-1
COc1ccc(NC(=O)N(C)C[C@H]2Oc3ccc(NS(=O)(=O)c4c(C)noc4C)cc3CC(=O)N([C@@H](C)CO)C[C@@H]2C)cc1	-11	3	18	0	3	nt	-1	2
CCCN1CCC(=O)N([C@H](CO)c2ccccc2)CC1	7	19	6	-3	13	-1	0	0
O=C(C1CCCC1)N1CCCCN2[C@H](CO)[C@@H](c3ccc(C#CC4(O)CCCC4)cc3)[C@H]2C1	8	nt	nt	8	nt	5	-2	-1
Cc1ccc(S(=O)(=O)N(C)C[C@@H]2Oc3ccc(NS(=O)(=O)c4cn(C)cn4)cc3C(=O)N([C@@H](C)CO)C[C@H]2C)cc1	-11	4	-34	10	0	nt	nt	nt
O=C(NC(Cc1c[nH]c2ccccc12)c1nnc2n1CCCCC2)c1cccs1 (stereo not drawn)	nt	nt	32	-13	nt	-1	-4	1
COc1cccc(CN(C)C(=O)c2cccc(OC3CCN(C4CCCC4)CC3)c2)c1	-3	-10	nt	-4	-2	7	nt	nt
COC(=O)c1c(NC(=O)c2ccc(S(=O)(=O)N3CC(C)OC(C)C3)cc2)sc2c1CCN(C)C2 (stereo not drawn)	-3	5	19	-15	8	nt	0	1
C[C@@H]1CN([C@@H](C)CO)C(=O)c2cc(NS(=O)(=O)c3ccc(F)cc3)ccc2O[C@@H](C)CCCCO[C@@H]1CN(C)Cc1ccncc1	-5	-14	nt	6	0	-5	-1	-2
CCOC(=O)c1c(C)[nH]c(C(=O)/C(C#N)=C/c2ccc(OCC)cc2)c1C	0	-10	nt	-4	-13	4	-3	4
COc1ccc(NC(=S)NCCCN2CCCC2=O)c(OC)c1	-6	4	nt	2	8	16	nt	nt
CO[C@@H]1CN(C)C(=O)c2cc(NC(=O)c3cccc(F)c3)ccc2OC[C@H](C)N(C)C[C@H]1C	nt	2	5	3	6	1	-4	-2
COC(=O)Cn1c(=NC(=O)c2cc(-c3cccs3)nc3ccccc23)sc2cc(S(N)(=O)=O)ccc21	6	10	nt	nt	8	-1	nt	nt
Cc1ccc(CNS(=O)(=O)c2c(C)[nH]c(C)c2C(=O)N2CCCCC2)cc1	-31	1	13	3	-3	-3	0	-2
C[C@@H]1CN(C(=O)c2ccc(OC3CCN(S(=O)(=O)N(C)C)CC3)cc2)C[C@H](C)O1	-4	39	7	nt	-2	nt	5	1
O=C(C[C@@H]1CC[C@H]2[C@@H](COC[C@H](O)CN2S(=O)(=O)c2ccc(F)cc2)O1)NCC1CCCCC1	20	-9	7	-9	0	6	1	3
C[C@@H]1CN([C@H](C)CO)C(=O)c2cc(NC(=O)Cc3ccccc3)ccc2O[C@@H](C)CCCCO[C@@H]1CN(C)Cc1ccc2c(c1)OCO2	26	-31	nt	-18	10	-1	-2	-5
COc1ccc(N2C(=O)CCC(C(=O)N3CCCCC3)C2c2ccc(F)cc2)cc1 (stereo not drawn)	nt	nt	6	4	nt	-4	3	nt
CCOC(=O)N1CCN(C2=C(NS(=O)(=O)c3ccc(Br)cc3)C(=O)c3ccccc3C2=O)CC1	11	nt	11	-11	-1	nt	-20	-4
Cc1cccc(NC(=O)CCN2CCOCC2)c1	-18	nt	nt	5	nt	-4	1	-3
O=C(C[C@H]1C=C[C@H](NC(=O)NC2CCCCC2)[C@H](CO)O1)NCc1ccc(F)cc1	2	0	6	-12	20	3	-3	1
CC(=NN(Cc1ccccc1)c1ccccc1)c1ccccc1	-11	-32	nt	nt	10	5	nt	nt
Cc1ccc(S(=O)(=O)NC(=O)c2ccc(-c3ccc(C)c4ccccc34)o2)cc1	1	0	27	4	-13	-6	5	1
O=C(Nc1ccccc1)N1C[C@@H]2[C@H](c3ccccc31)[C@H](CO)N2C(=O)c1ccccn1	-64	3	-5	0	19	6	55	5
Cc1ccc(NC(=O)c2sc(N)nc2-c2ccc([N+](=O)[O-])cc2)cc1C	-3	-9	-11	-12	-19	0	-3	-3
C[C@@H]1CN([C@@H](C)CO)S(=O)(=O)c2ccc(-c3ccc(C#N)cc3)cc2O[C@@H]1CN(C)C	nt	26	-2	-2	9	1	-7	0
CCCNC(=O)N1C[C@@H](O)COC[C@@H]2O[C@@H](CC(=O)NCCCN3CCOCC3)CC[C@H]21	-13	9	-21	11	7	-2	-2	0
COc1ccccc1NC(=O)Cc1coc2cc(C)ccc12	nt	nt	2	11	nt	-3	1	-3
COc1ccccc1CNC(=O)C1CCN(C(=O)N(C)C)CC1	nt	nt	4	14	nt	-4	-3	7
Cc1cccc2cc(CN(Cc3ccc(F)cc3)Cc3nnnn3C3CCCC3)c(=O)[nH]c12	nt	8	2	?	6	-3	0	-6
Cc1nc2ncccn2c1-c1csc(Nc2cccc(C(=O)O)c2)n1	-13	1	1	-12	-10	16	4	4
COc1cc(/C=N/n2c(=S)[nH]nc(C)c2=O)cc([N+](=O)[O-])c1O	11	-16	nt	17	0	nt	2	3
COc1ccc(-c2nn(-c3ccccc3)cc2C(=O)Nc2ccc(C(=O)O)cc2)cc1OC	-27	10	-5	nt	-12	6	-2	nt
O=C(CN1C(=O)C(=O)N(C2CCCC2)C1=O)Nc1ccc(N2CCOCC2)cc1	0	-5	-5	1	21	-8	nt	nt
CCCOc1ccc(C(=O)Nn2c(C)nc3ccccc3c2=O)cc1	nt	nt	-19	-3	nt	3	3	-2
COc1ccc(CCNC(=O)c2csc3c2CCCC3)cc1	0	11	nt	-4	3	-2	-1	9
CN(CC(=O)Nc1ccc(S(=O)(=O)N2CCCC2)cc1)Cc1ccc(Cl)cc1	26	-15	0	6	3	10	-3	-8
O=C(Cc1ccc([N+](=O)[O-])cc1)Nc1nccs1	1	nt	nt	1	-4	-2	3	0
CCn1ncc(C2=NOC(C(=O)Nc3ccccc3C(=O)OC)C2)c1C (stereo not drawn)	nt	19	31	19	-15	2	3	-4

Further compounds
structure	PAX8 reporter	GSIS activator	C2C12 statin	PGC1a acetyl inh	LGR2 inh	ARNT-TACC3 inh	Cneo AK release	PglD inh
CCN(CC)S(=O)(=O)c1ccc(N2CCCCC2)c(NC(=O)/C=C/c2ccc(OC)c(OC)c2)c1	-13	-23	nt	-13	7	-27	-2	1
CCCCOC(=O)Nc1ccccc1C(=O)OC	nt	2	-3	11	-6	-5	-1	1
COc1ccccc1NC(=O)CSC1=NC(=O)C(NC(C)=O)C(=O)N1 (stereo not drawn)	nt	nt	-6	-1	nt	-1	1	2
C/C(=N\NC(=O)CSCc1ccc([N+](=O)[O-])cc1)c1ccccc1O	nt	11	nt	nt	27	-1	-2	-2
O=C1CCN(CCc2ccccc2)CCN1[C@H](CSc1ccc(Br)cc1)Cc1ccccc1	20	-35	5	-11	14	-1	0	0
COc1ccc(CN(C)C[C@@H]2Oc3ccc(NC(=O)CCC(F)(F)F)cc3CC(=O)N([C@H](C)CO)C[C@@H]2C)cc1	-2	-12	9	2	19	-5	1	1
O=C1CC(N(Cc2cccs2)C(=O)Nc2ccccc2)C(=O)N1c1ccc(Cl)cc1 (stereo not drawn)	13	-37	nt	nt	-7	-1	4	3

Among those listed so far, eight have a thiophene ring, fused or not:
structure	PAX8 reporter	GSIS activator	C2C12 statin	PGC1a acetyl inh	LGR2 inh	ARNT-TACC3 inh	Cneo AK release	PglD inh
O=C(c1cccs1)N1CCN(c2ccccc2)CC1	1	5	6	-2	-17	-7	7	-5
Cc1ccc(C(=O)NNC(=O)c2csc(N3CCOCC3)n2)s1	7	11	-9	0	-10	-3	-1	4
CN(Cc1ccc(Cl)s1)C(=O)CN1C(=O)N(C)C2(CCCCC2)C1=O	-70	15	8	3	-18	-15	1	1
O=C(NC(Cc1c[nH]c2ccccc12)c1nnc2n1CCCCC2)c1cccs1 (stereo not drawn)	nt	nt	32	-13	nt	-1	-4	1
COC(=O)c1c(NC(=O)c2ccc(S(=O)(=O)N3CC(C)OC(C)C3)cc2)sc2c1CCN(C)C2 (stereo not drawn)	-3	5	19	-15	8	nt	0	1
COC(=O)Cn1c(=NC(=O)c2cc(-c3cccs3)nc3ccccc23)sc2cc(S(N)(=O)=O)ccc21	6	10	nt	nt	8	-1	nt	nt
COc1ccc(CCNC(=O)c2csc3c2CCCC3)cc1	0	11	nt	-4	3	-2	-1	9
O=C1CC(N(Cc2cccs2)C(=O)Nc2ccccc2)C(=O)N1c1ccc(Cl)cc1 (stereo not drawn)	13	-37	nt	nt	-7	-1	4	3

Three entries out of the list above, arranged by the value under PglD inh, falling:
compound | PglD inh
O=C1CC(N(Cc2cccs2)C(=O)Nc2ccccc2)C(=O)N1c1ccc(Cl)cc1 (stereo not drawn) | 3
COc1ccc(CN(C)C[C@@H]2Oc3ccc(NC(=O)CCC(F)(F)F)cc3CC(=O)N([C@H](C)CO)C[C@@H]2C)cc1 | 1
O=C1CCN(CCc2ccccc2)CCN1[C@H](CSc1ccc(Br)cc1)Cc1ccccc1 | 0
